Tn7 DDE FP: inhibitors of Tn7 peptide binding to human fibrin DD(E) | 370,000 compounds, 0.13% hits | FP displacement of FITC-Tn7 peptide from fibrin DD(E); 0% = median of compound wells per plate | AID 720508 | inhibition, % at 8.3 µM | P02675;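 active = inhibition above the mean of compounds falling within the control limits plus 3 SD of them, cut at about 14% in these data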;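 also: 0% = plate median of compound wells and 100% = 10 µM Aha-Tn7 peptide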
Target sequence (P02675 whole entry, looked up): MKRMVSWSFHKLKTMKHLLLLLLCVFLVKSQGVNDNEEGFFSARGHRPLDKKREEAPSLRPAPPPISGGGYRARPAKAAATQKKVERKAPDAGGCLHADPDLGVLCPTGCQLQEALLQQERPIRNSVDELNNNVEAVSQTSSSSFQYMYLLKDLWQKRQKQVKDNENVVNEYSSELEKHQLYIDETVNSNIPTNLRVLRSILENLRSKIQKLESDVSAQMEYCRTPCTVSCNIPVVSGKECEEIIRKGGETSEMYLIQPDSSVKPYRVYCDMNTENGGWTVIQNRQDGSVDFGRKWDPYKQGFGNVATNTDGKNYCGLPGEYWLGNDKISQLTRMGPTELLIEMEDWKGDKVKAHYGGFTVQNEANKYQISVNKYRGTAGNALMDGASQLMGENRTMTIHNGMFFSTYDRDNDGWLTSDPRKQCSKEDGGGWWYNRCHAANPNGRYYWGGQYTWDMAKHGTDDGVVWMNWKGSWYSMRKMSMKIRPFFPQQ
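Test system – human fibrin DD(E) · Times – 10 min preincubation, 3 h with tracer, room temperature · Detection – fluorescence polarization of the labelled Tn7 tracer · Measure – percent inhibition normalized to high-control wells · Benchmarks – high control wells with 10 µM unlabelled Aha-Tn7 peptide (full inhibition) · Repeats – singlicate testing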
PG9 binder: binds the HIV-1 gp120 antibody PG9 | TR-FRET gp120-PG9 antibody binding | AID 624416 | 360,000 compounds, 0.43% hits | inhibition, % at 6.7 µM; in the data active = inhibition above about 8.5%
TCR CD3 inh: inhibitors of human TCR-CD3 interaction | inhibition, % at 9.4 µM | TAMRA-labeled TCR probe fluorescence, biochemical | AID 651800 | 360,000 compounds, 0.37% hits; in the data active = inhibition above about 19%;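 also: recombinant mutant TCR 2C K166C tagged with TAMRA read by polarization; 0% = receptor in buffer alone and 100% = receptor with positive control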
PRMT1 FP inh: blocks human protein arginine methyltransferase 1; Q99873; recombinant PRMT1, activity-based probe fluorescence polarization; inhibition, % at 2.79 µM; 370,000 compounds, 1.3% hits; AID 652257;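 active = inhibition above about 21% made by adding two undisclosed values, limit read from the data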
HTRA1 inhibitor: inhibitors of human serine peptidase HTRA1; Q92743; recombinant HTRA1, FP-rhodamine activity-based probe, fluorescence polarization; inhibition, % at 5.96 µM; 340,000 compounds, 0.5% hits; in the data active = inhibition above about 36%;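 also: 0% = enzyme with DMSO and 100% = wells lacking enzyme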
TDP2 inh: TDP2 (human) inhibition, absorbance primary screen | inhibition, % at 12.8 µM | 370,000 compounds, 0.34% hits | O95551 | recombinant TDP2, T5PNP hydrolysis, p-nitrophenol absorbance 415 nm | AID 720702;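 active = inhibition above the mean of all tested compounds plus 3 SD, set per campaign, cut at about 25% in these data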;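 also: 0% = DMSO with enzyme and 100% = buffer with substrate but no TDP2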
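Material: recombinant human TDP2; quantity: TDP2 enzyme at 120 nM final; medium: Tris-HCl pH 7.5 with MgCl2; compound: single concentration, 12.8 µM nominal, with 1% DMSO; incubation: 2 h enzyme incubation at 37 °C; signal: epi absorbance; measure: percent inhibition; benchmarks: high control without enzyme, low control DMSO plus TDP2; repeats: singlicate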
ABHD4 inh: ABHD4 (mouse) inhibition, primary FP screen. 370,000 compounds, 0.54% hits. Q8VD66. AID 720543. inhibition, % at 8.92 µM. purified mABHD4, FP-Rh probe fluorescence polarization;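 active = inhibition exceeding the mean over every tested compound plus 3 SD, cut at about 30% in these data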;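 also: 0% = plate median of compound wells and 100% = S159A mutant with DMSO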
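system = mouse ABHD4 enzyme, wild type | medium = HEPES pH 7.0, NaCl, Pluronic buffer | also added = FP-Rh probe | incubation = Enzyme–compound pre-incubation 45 min, then probe 60 min, both 25 °C | technique = fluorescence polarization, excitation 525 nm, emission 598 nm, BODIPY TMR filters | controls = S159A mutant high control, sample median low control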
UHRF1 MBD2 ctr: human UHRF1 methylated DNA binding inhibitors; 370,000 compounds, 0.75% hits; AID 687016; UHRF1 binding to methylated oligo, TR-FRET; inhibition, % at 4.4 µM; Q96T88; in the data active = inhibition above about 21%;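 also: UHRF1 SRA domain binding a hemimethylated CpG hairpin DNA probe; 0% = median of test compound wells and 100% = reference inhibitor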
SIAE primary: human SIAE inhibition, primary screen; 370,000 compounds, 0.69% hits; AID 1053197; Q9HAT2; inhibition, % at 9.66 µM; SIAE FP-Rh probe binding, fluorescence polarization;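 active = inhibition above a cutoff: mean of compounds within the control limits plus 3 SD of those, cut at about 17% in these data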;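 also: 0% = plate median of compound wells and 100% = probe without SIAE protein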
Target sequence (Q9HAT2 whole entry, looked up): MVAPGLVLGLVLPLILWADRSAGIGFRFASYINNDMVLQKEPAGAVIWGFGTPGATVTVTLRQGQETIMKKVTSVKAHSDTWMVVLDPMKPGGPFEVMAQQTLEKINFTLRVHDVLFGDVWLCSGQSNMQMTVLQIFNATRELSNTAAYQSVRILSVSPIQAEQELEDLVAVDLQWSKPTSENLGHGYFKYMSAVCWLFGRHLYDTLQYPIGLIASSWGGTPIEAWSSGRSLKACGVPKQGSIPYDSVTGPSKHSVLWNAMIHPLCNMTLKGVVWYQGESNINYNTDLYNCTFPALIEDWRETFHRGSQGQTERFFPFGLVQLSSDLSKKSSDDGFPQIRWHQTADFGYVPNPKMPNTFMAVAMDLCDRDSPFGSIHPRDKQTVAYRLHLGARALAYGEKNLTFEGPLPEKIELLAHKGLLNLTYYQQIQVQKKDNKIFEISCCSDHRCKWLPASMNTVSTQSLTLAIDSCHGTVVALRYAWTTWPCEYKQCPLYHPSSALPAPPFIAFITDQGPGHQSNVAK
LEDGF integ inh: blocks HIV-1 LEDGF/p75-dependent DNA integration. TR-FRET IN-LEDGF/p75 DNA integration, Eu/Cy5. inhibition, % at 3.7 µM. 370,000 compounds, 0.64% hits. AID 743269;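 active = inhibition above the screen-wide mean plus 3 SD, cut at about 13% in these data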;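 also: signal is the Cy5 over europium emission ratio at 671 and 618 nm; 0% = plate median of compound wells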
* hit, by the source's call; / = not tested or not shown. Compounds were not picked by outcome, and some 4.2% of all compounds hit somewhere here.

Under each structure – Tn7 DDE FP	PG9 binder	TCR CD3 inh	PRMT1 FP inh	HTRA1 inhibitor	TDP2 inh	ABHD4 inh	UHRF1 MBD2 ctr	SIAE primary	LEDGF integ inh
- CCS(=O)(=O)n1nc(-c2ccc(Cl)cc2)nc1N
 : 3	1.0	1	-4	0	7	-2	0	-4	3
- COc1ccc(C2=C/C(=C\c3cccc(OC(C)=O)c3)C(=O)O2)cc1
 : 5	0.2	2	2	2	-2	1	8	-11	0
- CCc1ccc(N2CC(C(=O)Nc3ccc(OC)c(S(=O)(=O)N4CCOCC4)c3)CC2=O)cc1 (centres undefined)
 : -1	-1.6	3	-3	-1	9	-1	-1	5	4
- CCN(CC)CCCN(C(=O)c1ccc(Br)cc1)c1nc(-c2ccc(OC)cc2)cs1
 : 0	-1.2	1	-4	-14	-11	7	0	2	0
- O=C(COC(=O)Cc1c(F)cccc1Cl)Nc1nnc(-c2ccccc2)o1
 : 0	1.2	-2	2	0	-1	4	-4	1	-1
- CCC(C)C(NC(=O)C(C)NC(=O)CNC(=O)OC(C)(C)C)C(N)=O (centres undefined)
 : 5	-0.1	2	0	7	2	-1	0	-1	-7
- CCN(CC)CCC(O)(c1ccc2c(c1)OCO2)c1cc(OC)c(OC)c(OC)c1 (centres undefined)
 : -6	-2.8	3	-2	9	7	-4	1	-3	-1
- O=S(=O)(NCCSCc1ccc(Cl)cc1Cl)c1ccc2c(c1)OCCO2
 : 0	1.8	-1	-2	-65	12	-5	4	-2	1
- Clc1cccc(Cl)c1Cn1cnc2c(N3CCCCCC3)ncnc21
 : -5	1.5	-6	2	-6	-15	-9	5	-4	2
- O=c1c2ccccc2n(Cc2ccno2)n1[C@@H](Cc1ccccc1)Cn1cc(C2CCCC2)nn1
 : 6	/	/	-2	/	0	-7	3	5	4
- CCOc1ccc(C(=O)n2cc(C(=O)OC)c3ccccc32)cc1
 : -1	0.0	-6	0	-1	8	0	-1	-6	-4
- Cc1ccc(-n2c(C)csc2=N)cc1
 : -6	-3.8	3	1	-2	4	0	-6	1	0
- CCCCCC(=O)Nc1cccc(-c2nc3ncccc3o2)c1
 : 11	0.4	0	3	-17	-3	-19	-2	-4	-1
- COC(=O)c1cc(Br)c(=O)n(CCc2ccccc2)c1
 : 5	1.2	3	-1	-2	7	1	-1	0	0
- Nc1cc(Cl)ccc1C(=O)OCC(=O)N1CCOCC1
 : -2	0.1	-2	3	3	-9	-6	8	0	-1
- Cc1ncc(CO)c(/C=N/NC(=S)Nc2ccc(Cl)c(Cl)c2)c1O
 : -6	-1.8	13	2	16	-19	-14	-2	19*	-1
- CCn1c(SCC(=O)N2CCCc3ccccc32)nc2c1c(=O)n(C)c(=O)n2C
 : -7	0.8	-1	-2	-5	1	6	1	0	3
- O=C(COC(=O)/C=C/c1cccc(Cl)c1)Nc1cccc(S(=O)(=O)NC2=NCCC2)c1
 : -1	-1.3	-3	-1	-10	-1	-15	1	4	2
- O=C(C1CCCN1S(=O)(=O)c1ccc(Cl)c(Cl)c1)N1CCCCC1 (centres undefined)
 : 2	-1.2	2	2	0	-2	1	1	0	1
- Cc1ccc(C(CNS(=O)(=O)c2ccc(C)cc2)N2CCN(C)CC2)cc1 (centres undefined)
 : -3	-1.2	-1	-1	19	2	4	-1	0	1
- CN(Cc1cccc(F)c1)C(=O)CNS(=O)(=O)c1ccc2ccccc2c1
 : -4	4.0	-11	5	4	-5	-8	0	-5	2
- CCSc1nc(C)c(C(C)=O)cc1C#N
 : -4	1.3	-10	-3	0	-12	-9	0	-5	0
- Cc1onc(-c2c(F)cccc2Cl)c1C(=O)N1CCN(c2ncc(Br)cn2)CC1
 : 1	-0.1	7	-1	-7	-8	-1	-1	-1	4
- CN(C)c1ccc(C(=S)N2CCCCC2)cc1
 : -3	-2.3	11	-1	2	1	-5	0	9	2
- CN(C)/C=C(/C(=O)c1ccc(Cl)cc1)n1cncn1
 : -8	-1.8	11	0	1	0	4	-1	1	5
- COc1ccc(CNC(=O)CCS(=O)(=O)c2ccc3c(c2)CC(C)N3C(=O)C2CC2)cc1 (centres undefined)
 : 6	-1.1	13	-4	1	8	6	0	-1	-2
- Cn1nccc1C(=O)Oc1cccc(/C=N/NC(=O)c2ccccc2O)c1
 : -14	-1.3	1	0	-5	-10	-8	1	1	-3
- O=C(N/N=C/c1ccc(-c2ccccc2Cl)o1)c1ccccc1
 : 0	-0.5	2	1	-19	2	-7	-4	6	-2
- O=C(O)CCn1c(=O)oc2cc(S(=O)(=O)N3CCCC3)ccc21
 : 3	-1.7	1	-4	4	-6	0	1	2	0
- Cc1onc(-c2ccccc2)c1C(=O)Nc1ccc(S(=O)(=O)NC2=NCCCCC2)cc1
 : -2	-1.2	1	2	2	9	-4	1	0	1
- COc1cc(NC(=O)CN2C(=O)NC(C)(CC(C)C)C2=O)cc(OC)c1 (centres undefined)
 : 4	2.0	3	0	0	-3	-2	-2	-5	-3
- COc1ccc(-c2[nH]ncc2-c2cscn2)c(O)c1
 : -6	-4.4	2	-2	/	-5	-2	2	1	5
- CCN1CCN(c2c(Cl)cccc2NC(=O)c2ccc(Br)o2)CC1
 : -3	-2.0	-1	-2	-6	0	6	-1	-2	2
- Cc1ccc(S(=O)(=O)N/N=c2\sc3ccccc3n2C)cc1
 : 5	-1.1	5	-2	-1	11	1	-2	4	2
- COC(=O)c1ccc(C)c(NC(=O)c2ccc(Cn3cc([N+](=O)[O-])cn3)o2)c1
 : -4	-1.3	-8	4	-4	6	-6	3	-1	0
- NC(=O)C1CCCN1S(=O)(=O)c1ccc2ccccc2c1 (centres undefined)
 : 5	-0.9	3	0	8	-13	4	2	-8	-1
- COc1ccccc1CC(=O)N1CCN(c2ccccc2)CC1
 : -4	1.1	-5	7	-1	-14	-8	7	-4	0
- Cc1nc2ccc(NC(=O)N3CCCCC3)cc2s1
 : -3	-0.1	-7	3	1	5	2	0	1	-3
- COc1ccc(C(=O)COC(=O)Cn2[nH]c(=O)c3ccccc3c2=O)c(OC)c1
 : -5	-2.0	-2	-1	-2	2	-1	-1	4	0
- Cc1ccc(C2CC(=O)C=C(NCc3ccccc3)C2)cc1 (centres undefined)
 : 7	-0.8	4	-1	-5	4	-2	36*	-3	0
- CCOC(=O)c1cnc(SC2CC(=O)N(c3ccccc3)C2=O)nc1N (centres undefined)
 : 4	0.5	-7	9	-6	-11	-15	4	-1	3
- Cc1ccccc1CCNC(=O)C1CCC(=O)N(Cc2ccc(Cl)cc2)C1 (centres undefined)
 : 8	-1.7	-9	2	-5	-11	1	4	0	-5
- CCN(CC)CCN1C(=O)C(=O)/C(=C(/O)c2ccc(OC)cc2)C1c1ccco1 (centres undefined)
 : 1	-0.3	8	3	1	-5	5	-1	1	-4
- Cc1cccc(NC(=O)C(c2ccccc2Cl)N2CCOCC2)c1 (centres undefined)
 : -8	-2.0	9	1	-3	-6	2	-2	0	1
- Cc1cc(NC(=O)COC(=O)CSCc2ccc(Cl)c(Cl)c2)no1
 : -3	2.2	1	0	-17	4	6	-2	-4	-2
- CCCN(CC(=O)Nc1ccccc1OC)C(=O)c1ccc2ncsc2c1
 : -3	0.9	6	2	-3	3	0	-2	12	5
- COc1cccc(NC(=O)CN(C)C(=O)CCC(=O)c2cc(C)sc2C)c1
 : -7	2.1	4	-1	-6	11	1	3	-5	-4
- O=C(COc1cccc2cccnc12)Nc1ccccc1
 : -4	-0.7	-5	2	-3	-4	-2	1	3	-6
- O=C(NC(=S)NCc1ccc(-c2nc3ccccc3s2)cc1)c1ccco1
 : 1	-0.9	-4	0	-12	7	0	-3	-5	1
- COc1ccccc1-c1nnc(SC(C)C(=O)O)n1-c1ccccc1 (centres undefined)
 : 1	-1.4	5	-7	7	-10	-2	0	-1	0
- Fc1ccc(C2CC(c3ccc(F)cc3)n3ncnc3N2)cc1 (centres undefined)
 : -1	-1.1	3	-3	3	5	-2	0	0	2
- CCOc1ccc(Nc2nc(N)c3ccccc3n2)cc1
 : 7	1.5	-9	-1	9	-5	12	-1	4	-6
- O=C(COC(=O)c1ccco1)Nc1nc2c(F)c(F)c(F)cc2s1
 : 0	2.3	7	1	-15	2	-9	-4	-16	-3
- CN(C)C(=O)CN1c2cccc3cccc(c23)S1(=O)=O
 : 1	-0.4	9	-1	8	1	-4	-4	-4	5
- Cc1ccc(NC(=O)Cn2c([N+](=O)[O-])cnc2C)cc1Cl
 : 8	-0.8	3	1	6	-11	5	0	-8	-2
- O=C(Nc1ccon1)c1ccc(S(=O)(=O)N2CCOCC2)cc1
 : -3	-0.4	-4	3	2	3	-1	2	-3	-2
- Cc1ccc(/C=N/NC(=O)NC2CCCCC2)o1
 : -3	-1.8	-1	3	3	-4	16	1	-2	-4
- COC(=O)[C@@H](NC(=O)c1ccc(OC2CCN(Cc3ccccn3)CC2)cc1)C(C)C
 : 4	-0.5	-2	3	0	1	-6	5	2	-6
- O=C(CN1CCN(c2ncccn2)CC1)NCc1ccc2c(c1)OCO2
 : -2	0.0	8	-3	0	0	3	1	4	5
- CC(C)C[C@H](NC(=O)c1[nH]cnc1C(=O)N[C@@H](Cc1ccccc1)C(=O)OCc1ccccc1)C(=O)OC(C)(C)C
 : -3	-2.5	4	-1	-16	-5	-20	-3	-32	1

Taken from above:
TCR CD3 inh, CCCN(CC(=O)Nc1ccccc1OC)C(=O)c1ccc2ncsc2c1 is entered as 6
PG9 binder, COc1cccc(NC(=O)CN(C)C(=O)CCC(=O)c2cc(C)sc2C)c1 is entered as 2.1

Next entries
Under each structure – Tn7 DDE FP	PG9 binder	TCR CD3 inh	PRMT1 FP inh	HTRA1 inhibitor	TDP2 inh	ABHD4 inh	UHRF1 MBD2 ctr	SIAE primary	LEDGF integ inh
- Cc1cc(C)cc(-n2ccnc2SCC(=O)O)c1
 : 8	0.1	8	3	3	3	7	-2	2	0
- Cn1c(=O)c2c(nc(N/N=C/c3ccc(OC(=O)c4ccco4)cc3)n2Cc2ccc(F)cc2)n(C)c1=O
 : -7	-0.4	5	-1	-1	4	1	1	-2	3
- COc1cc(OC)cc(C(=O)N[C@H](C(=O)Nc2cc(C)cc(C)c2)C(C)C)c1
 : 1	1.1	-3	3	-11	-2	-1	2	-1	0
- CCc1nnc(NC(=O)CSc2ncnc3c2cnn3-c2ccc(OC)cc2)s1
 : -6	-1.1	-1	-3	-5	-19	-8	0	-8	2
- COc1cc([N+](=O)[O-])cc(/C=N/NC(=O)c2cncc(Br)c2)c1O
 : 1	-2.6	6	3	12	-12	22	-3	-5	-3

Screening data (PubChem)
